EBNA-1 inhibitor = blocks EBNA-1 binding to DNA; AID 1950; inhibition, % at 14.8 µM; actives 0.34% (n = 300,000); EBNA-1 DNA binding, fluorescence polarization; in the data active = inhibition above about 28%
PP1 inh = blocks human PP1-alpha phosphatase, a PP5 counter-screen; P62136; purified PP1alpha, OMFP fluorescence; inhibition, % at 6.7 µM; actives 0.9% (n = 320,000); AID 2235;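 active = inhibition above the mean inhibition of all tested compounds plus 3 SD, computed separately for each screening campaign, cut at about 15% in these data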
Target sequence (P62136 whole entry, looked up): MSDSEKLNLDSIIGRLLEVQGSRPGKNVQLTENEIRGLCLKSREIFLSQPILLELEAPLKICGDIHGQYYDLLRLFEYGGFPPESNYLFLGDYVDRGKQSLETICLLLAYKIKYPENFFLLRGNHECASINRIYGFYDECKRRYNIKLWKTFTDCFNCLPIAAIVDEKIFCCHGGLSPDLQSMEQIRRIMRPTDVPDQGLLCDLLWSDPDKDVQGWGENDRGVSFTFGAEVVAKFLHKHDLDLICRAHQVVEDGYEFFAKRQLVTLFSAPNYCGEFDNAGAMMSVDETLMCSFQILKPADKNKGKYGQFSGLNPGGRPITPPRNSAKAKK
GASC-1 inh = human JMJD2C demethylase inhibition; Q9H3R0; GST-JMJD2C(1-420) H3K9me3 demethylation, DELFIA europium; inhibition, % at 2.35 µM; actives 0.069% (n = 330,000);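 active = more than half of a compound's replicate wells show inhibition beyond 50%, single wells judged on their own value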;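 also: signal counts dimethyl H3K9 product captured on neutravidin plate; 0% = median of DMSO wells and 100% = 0.3 times that DMSO median; strong numbers were not always called active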
core dimer inh = blocks dimerization of HCV core protein | inhibition, % at 5 µM | actives 0.33% (n = 300,000) | TR-FRET GST/Flag-core106 dimerization, 1536-well | AID 1899;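 active = inhibition above the mean of all tested compounds plus 3 SD, set per screening campaign, cut at about 45% in these data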
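Assay system: tagged HCV core106 pair (GST and Flag); medium: KF-containing HEPES buffer, pH 7.45, DTT, CHAPS, BSA; also added: Eu donor and XL665 acceptor anti-tag antibodies; dosing: 5 µM single dose; timing: compound-protein-antibody incubation 4 h at 22.5 °C; signal: TR-FRET 671 and 617 nm emission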
ZTA counter = blocks Epstein-Barr virus ZTA, an EBNA-1 counter-screen. P03206. ZTA-DNA binding, fluorescence polarization. actives 0.15% (n = 320,000). inhibition, % at 11 µM. AID 2234; in the data active = inhibition above about 33%
Target sequence (P03206 whole entry, looked up): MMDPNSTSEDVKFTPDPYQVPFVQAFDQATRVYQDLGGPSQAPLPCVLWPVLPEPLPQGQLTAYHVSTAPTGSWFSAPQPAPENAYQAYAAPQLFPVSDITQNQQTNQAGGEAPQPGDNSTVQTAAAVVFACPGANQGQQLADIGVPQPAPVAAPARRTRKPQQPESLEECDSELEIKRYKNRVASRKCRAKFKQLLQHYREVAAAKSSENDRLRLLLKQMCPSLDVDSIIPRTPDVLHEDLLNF
Fh CTSL1 inh = cathepsin L1 inhibition, PFM18AAP counter-screen | inhibition, % at 5.96 µM | AID 1906 | recombinant F. hepatica cathepsin L1, Z-Leu-Arg-MCA fluorescence | actives 0.49% (n = 300,000);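 active = inhibition above the mean of all tested compounds plus 3 SD, set per screening campaign, cut at about 17% in these data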;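 also: 0% = plate median of test compound wells and 100% = 1 µM Z-Phe-Ala-diazomethylketone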
CR mimetic SO = caloric restriction mimetics inhibiting age-related superoxide in yeast. S. cerevisiae aged cells, superoxide DHE fluorescence; stronger effect = lower value. superoxide response (% of plate mean), % at 10 µM. actives 0.18% (n = 330,000);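 active = superoxide response under a set limit, about three screen SD below normal, cut at about 65% in these data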;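 also: yeast aged for seven days with compound at 30 °C before DHE staining; 100% = average MFI of all compound-treated wells on the plate with controls excluded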
PP5 primary = PP5 (human) phosphatase inhibition; purified PP5c, OMFP substrate fluorescence; inhibition, % at 6.7 µM; actives 0.18% (n = 320,000); AID 1987;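 active = inhibition above the campaign's mean inhibition across all tested compounds plus 3 SD, cut at about 9.5% in these data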;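 also: 0% = DMSO only and 100% = 100 µM cantharidin control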
Target sequence (P53041 whole entry, looked up): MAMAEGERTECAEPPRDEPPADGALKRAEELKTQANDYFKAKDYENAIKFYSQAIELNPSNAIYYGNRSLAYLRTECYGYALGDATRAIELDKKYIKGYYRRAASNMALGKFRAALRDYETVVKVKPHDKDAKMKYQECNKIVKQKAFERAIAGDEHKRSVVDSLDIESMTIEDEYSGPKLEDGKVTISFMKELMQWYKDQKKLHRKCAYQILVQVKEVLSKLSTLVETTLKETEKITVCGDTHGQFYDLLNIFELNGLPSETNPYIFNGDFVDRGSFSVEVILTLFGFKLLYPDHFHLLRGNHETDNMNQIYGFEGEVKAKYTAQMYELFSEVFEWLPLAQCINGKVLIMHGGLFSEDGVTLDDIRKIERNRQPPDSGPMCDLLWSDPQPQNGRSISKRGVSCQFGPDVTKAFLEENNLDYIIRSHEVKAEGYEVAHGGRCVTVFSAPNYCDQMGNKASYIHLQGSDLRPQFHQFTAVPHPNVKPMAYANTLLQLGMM
TPT1 inhibitor = inhibitors of Candida albicans tRNA 2'-phosphotransferase TPT1. recombinant caTPT1, FP RNA substrate dephosphorylation. inhibition, % at 5 µM. actives 0.81% (n = 300,000);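 active = inhibition above the mean of all tested compounds plus 3 SD, set per screening campaign, cut at about 24% in these data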;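 also: plate controls were DMSO alone for no effect and ferristatin control at 100 nM for full effect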
* hit, by the source's call; nt = no result given; & = joins results of further samples. An unsorted share of the library; 3.1% or so of the library scored in one or more.

SMILES	EBNA-1 inhibitor	PP1 inh	GASC-1 inh	core dimer inh	ZTA counter	Fh CTSL1 inh	CR mimetic SO	PP5 primary	TPT1 inhibitor
Cc1nn(-c2ccc(C(=O)O)cc2)c2c1C(=O)CC(C)(C)C2	-3	-4	-5	11	3	0	112	2.7	1
CC1CN(C2=Nc3cccc4cccc2c34)CC(C)O1 (stereo not drawn)	-7	1	4	-3	-3	-2	103	-1.9	-10
COc1ccccc1CNC(=O)c1cc(-c2ccccc2C)n(CC2CC(c3cccc([N+](=O)[O-])c3)=NO2)n1 (stereo not drawn)	-1	14	-11	35	-18	-3	109	1.4	-5
O=C(c1cccs1)N1CCC(c2nc3c(nnn3Cc3cccc(Cl)c3)c(=O)[nH]2)CC1	-3	7	2	-7	14	-1	98	2.9	-1
Cc1ccc2nc(SCC(=O)N(CC(C)C)c3c(N)n(CC(C)C)c(=O)[nH]c3=O)[nH]c2c1	5	-2	-3	4	3	1	100	-0.9	-4
Cc1cccc(C(=O)NCCCN(C)CCCNC(=O)c2cccc(C)c2)c1	-2	-7	-6	0	-2	-5	101	3.4	-5
Cc1ccc(NC(=O)[C@@H](C)NC(=O)[C@@H]2Cc3ccccc3CN2)cc1	-2	3	0	1	0	1	89	0.8	-2
COc1ccc(NC(=S)NCCN2CCOCC2)cc1	0	-1	-8	-1	-2	3	111	-0.7	-3
CCSc1nc(C)c(C(C)=O)cc1C#N	-5	-4	-3	4	0	-2	159	0.1	0
COc1ccc(-c2[nH]ncc2CN(CC2CCC(=O)N2)C(C)C)cc1F (stereo not drawn)	13	0	-6	-4	17	1	94	-2.4	-4
COc1ccccc1CCN1CCCC(CN(C)Cc2ccc(OCCO)cc2)C1 (stereo not drawn)	4	1	3	-4	-6	0	85	-1.0	-3
COC(=O)c1ccc(NC(=O)c2ccc(NC(=O)C3CCCO3)cc2)cc1 (stereo not drawn)	-11	0	-2	2	3	-5	92	-1.4	0
COc1ccc([C@@H]2[C@@H]3C(=O)N(C(C)(C)C)C(=O)[C@@H]3[C@]3(Cc4ccc(Cl)cc4)C(=O)N(c4cccc(C)c4)C(=O)N23)cc1	-11	2	3	12	11	2	107	5.3	3
COc1ccc(NC(=O)C23CCC(C)(C(=O)C2)C3(C)C)cc1 (stereo not drawn)	-4	-1	-2	1	6	4	114	1.2	-2
COCCCNC(=O)NC(=O)c1ccccc1	1	6	5	-3	9	-1	99	2.0	-2
O=C(CSC1=NS(=O)(=O)c2cc(F)ccc2N1)NCc1ccccc1	-17	-1	138	0	-2	-3	99	-1.8	3
Nn1c(SCc2ccccc2)nc2c(cnn2-c2ccccc2)c1=O	7	-2	5	1	3	-1	82	3.3	-1
COCCN(Cc1cc2cc3c(cc2nc1Cl)OCO3)C(=O)c1cccc(C)c1	-9	2	11	2	-6	5	103	0.5	3
CCOc1ccc(CN2CCC(n3nccc3NC(=O)CCCc3ccccc3)CC2)cc1	-7	3	-7	3	4	-5	108	3.5	1
CC(Sc1ccc(Br)cc1)C(N)=O (stereo not drawn)	-6	3	-7	-11	-7	-3	100	1.6	-4
CCn1cc(CN2CCc3c([nH]c4ccccc34)C2c2cccc(OC)c2)c(C)n1 (stereo not drawn)	-16	-1	-6	-5	-3	-2	102	4.3	-3
COC(=O)C1Cc2c([nH]c3ccccc23)CN1 (stereo not drawn)	-12	-4	-6	0	-5	-1	93	3.9	1
Cn1c(N)c(C(=O)COC(=O)c2nc(Cl)ccc2Cl)c(=O)n(C)c1=O	7	1	-2	1	6	-1	91	-0.3	-1
CC(=O)Nc1ccc(S(=O)(=O)Nc2nc3n(n2)C(c2ccccc2)CC(=O)N3)cc1 (stereo not drawn)	-10	-1	-2&-4	3	-6	0	96	1.1	-7
COCc1cc(C)nc(SCC(=O)N2CCC(C)CC2)c1C#N	-12	0	39	-1	-6	-2	121	4.1	-2
Cc1cccc(NC(=O)CNC(=O)c2cccs2)n1	-2	-4	-2	4	-3	7	94	1.3	-3
NCCCC[C@H]1CNC(=S)N1CC1(c2ccccc2)CC1	-3	-3	-4	-2	5	-1	100	-0.7	2
O=S(=O)(NC(=NC1CCCCC1)c1ccccc1F)c1ccccc1	10	-6	1	7	18	-4	109	1.6	-2
Cc1ccc(C(=O)O/N=C(\N)c2ccc(Br)cc2)cc1	-13	6	-2	0	-6	-2	96	3.4	-2
Cc1ccc(-n2ncc3c(SCC(=O)NNC(=O)c4ccco4)ncnc32)cc1	-4	2	-119	3	0	5	96	-3.5	-2
O=C(NC1CCCCCC1)C1CCN(C(=O)Cc2ccccc2)CC1	-1	7	-5	2	0	-1	95	-2.7	-1
Cc1ccc(SCC(=O)Nc2c(Br)cnn2C)cc1	-7	-1	14	-4	-4	-2	85	-0.3	-4
O=C(CCC1CCCN(C(=O)c2ccsc2)C1)NCc1ccc(F)c(F)c1 (stereo not drawn)	0	4	-13	-3	-13	0	95	-1.4	1
CCOc1ccc(CN(C(=O)c2ccco2)C2CCS(=O)(=O)C2)cc1 (stereo not drawn)	3	0	6	-1	6	-1	99	0.0	3
CCOC(=O)c1cccc(NC(=O)C2CCN(S(=O)(=O)c3cnc[nH]3)CC2)c1	9	-3	-3	0	20	-1	86	0.0	0
CCCCc1nc2cc(C(=O)N3CCCCC3CC(=O)OCC)ccc2o1 (stereo not drawn)	0	-3	6	-4	15	-1	95	2.4	0
CCN(CC)C(=O)Cn1cc(C(=O)C(=O)NCc2cccnc2)c2ccccc21	0	1	7	-8	-8	3	77	0.4	-1
CC(C)c1ccc(CNc2nc3nc4c(c(=O)n3[nH]2)CCC4)cc1	-10	-3	-3	-1	-2	-3	110	1.7	-3
CC(Sc1ccccc1)C(=O)Nc1ccc(S(=O)(=O)N2CCOCC2)cc1 (stereo not drawn)	-7	0	nt	1	-10	-2	110	3.0	1
Cc1cccc(NC(=O)CCNC(=O)c2ccccc2)c1	-4	0	2	0	7	-2	107	1.8	0
COc1ccc(CCNC(=O)c2cc3ccccn3n2)c(OC)c1OC	-9	2	23	9	-5	-5	85	0.8	-2
COc1cc(-c2nc(CN3CCCCC3CCNC(C)=O)c(C)o2)ccc1F (stereo not drawn)	0	0	-2	-3	-3	-4	109	-1.8	0
Cc1oc(=O)c(NC(=O)c2ccccc2)cc1C(N)=O	9	-1	-1	-1	14	-4	101	2.2	-3
Cc1cc2c3c(c1)C1(C(=O)N3C(C)(C)CC2C)C(C#N)=C(N)OC2=C1C(=O)CC(C)(C)C2 (stereo not drawn)	-5	1	2	3	3	1	102	2.0	4
COc1ccc(-c2nnc(SCC(=O)Nc3cc(S(=O)(=O)N4CCCCC4)ccc3Cl)n2N)cc1	-1	-3	2	8	16	4	91	2.5	-2
CC(C)C(=O)Nc1nnc(COc2ccc(Cl)cc2)s1	-9	-1	10	2	-2	0	115	2.2	0
COc1cccc(C(C2=C(O)CC(C)(C)CC2=O)C2C(=O)CC(C)(C)CC2=O)c1 (stereo not drawn)	-10	-4	-7	-4	-1	1	96	-0.8	2
COc1ccc2c(c1)c(/C=N/Nc1nc3ccccc3[nH]1)c(C)n2C	-7	11	22	-26	-3	3	82	4.9	-1
O=C(c1cc(-c2ccc(Br)cc2)on1)N1CCOCC1	10	-1	-8	12	13	2	88	0.3	0
O=C(NC1CCCCC1)c1cc(S(=O)(=O)N2CCOCC2)c(Cl)cc1Cl	3	-4	96	0	-1	1	99	-1.2	-4
COc1ccccc1-n1c(SCC(=O)Nc2cccc(C(=O)O)c2)nnc1-c1ccccc1O	1	1	9	2	-1	-5	97	-1.9	-2
COc1ccccc1-c1cn[nH]c1-c1ccc(OCc2ccccc2F)cc1O	-7	3	11	0	5	0	119	0.0	2
Cc1c(F)cccc1NS(=O)(=O)c1ccc2c(c1)NC(=O)CO2	-7	-3	2	-2	-7	-4	109	2.1	-5
Cc1ccc(SCc2ccc(C(=O)NCc3cccnc3)cc2)cc1	2	2	-4	6	1	0	114	4.1	3
CCCCC1(CC(=O)OCC)C(=O)N(c2ccccc2)N(c2ccccc2)C1=O	-6	3	0	7	-8	4	92	3.2	-4
C/C(=N\NC(=O)c1c(Br)c(C)nn1C)c1cccc(NC(=O)C2CCC2)c1	-4	0	0	-9	-29	-2	107	2.1	-4
Cc1ccnc(N2CCCC(C(=O)Nc3nnc(C)s3)C2)n1 (stereo not drawn)	0	-3	2	-2	2	-2	90	0.9	-2
COC(=O)c1ccc2c(c1)N(C)CCS2	-6	-3	8	2	-15	0	105	-1.1	-2
O=C(Cc1cccs1)N/N=C/C(Br)=C/c1ccccc1	6	3	-9	6	8	5	107	0.7	-2
CCOC(=O)N1CCC(NC(=O)C2CCN(C(=O)N3CCOc4ccccc43)CC2)CC1	-11	-1	4	1	1	0	92	0.0	-10

Shown with two lines to a compound: 2 of the compounds above.
Every second line gives: EBNA-1 inhibitor	PP1 inh	GASC-1 inh	core dimer inh	ZTA counter	Fh CTSL1 inh	CR mimetic SO	PP5 primary	TPT1 inhibitor
> Cc1oc(=O)c(NC(=O)c2ccccc2)cc1C(N)=O
  9	-1	-1	-1	14	-4	101	2.2	-3
> COc1cccc(C(C2=C(O)CC(C)(C)CC2=O)C2C(=O)CC(C)(C)CC2=O)c1 (stereo not drawn)
  -10	-4	-7	-4	-1	1	96	-0.8	2

The list continues.
SMILES	EBNA-1 inhibitor	PP1 inh	GASC-1 inh	core dimer inh	ZTA counter	Fh CTSL1 inh	CR mimetic SO	PP5 primary	TPT1 inhibitor
O=C(CCNC(=O)C1CCN(S(=O)(=O)c2ccc(F)cc2)CC1)NCc1ccccc1	6	-1	-3	10	-5	1	95	-0.7	0
O=C(COC(=O)CNC(=O)c1ccc(Br)cc1)Nc1nnc(-c2ccccc2)o1	11	-3	3	-2	12	-1	100	-2.6	-4
COc1ccc(C2C(C#N)=C(N)Oc3cc4c(cc32)OCO4)cc1 (stereo not drawn)	7	-4	4	0	-4	-3	110	-0.4	3
CC1CCCN(CCCNC(=O)C2CC(=O)N(CCc3ccccc3)C2)C1 (stereo not drawn)	-10	1	8	-11	-35	-2	92	2.7	-1
O=C(Nc1nccs1)c1ccc(COc2c(F)c(F)cc(F)c2F)o1	nt	-1	4	nt	17	nt	140	0.0	nt
COc1ccccc1NC(=O)Nc1nc(CC(=O)NCc2ccc(F)cc2)cs1	3	0	-2	0	-7	1	104	2.6	1
COCC(C)n1c(SCc2ccc(C(=O)OC)o2)nc2ccccc2c1=O (stereo not drawn)	-3	1	9	6	3	1	97	2.3	0
CC1=Nc2ccccc2/C1=C\c1nc(-c2ccc(F)cc2)oc1O	-2	-2	0	-2	7	9	123	6.1	93*
O=C(CN1CCCC1)N1c2ccccc2Sc2ccc(C(F)(F)F)cc21	-8	3	34	-8	-8	2	109	5.2	-1
COc1ccc(C(=O)NC(C)c2csc(C)n2)cc1OC1CCN(C(C)=O)CC1 (stereo not drawn)	10	-1	0	5	13	1	120	-1.8	0
Cc1ccc(CN2C(=O)CCC2C(=O)NCc2ccccc2Cl)cc1 (stereo not drawn)	-4	-1	5	-1	1	0	88	-0.7	-3

Part of the list above, reformatted.
Results follow in this order: EBNA-1 inhibitor	PP1 inh	GASC-1 inh	core dimer inh	ZTA counter	Fh CTSL1 inh	CR mimetic SO	PP5 primary	TPT1 inhibitor
- O=C(Nc1nccs1)c1ccc(COc2c(F)c(F)cc(F)c2F)o1
 : nt	-1	4	nt	17	nt	140	0.0	nt
- COc1ccccc1NC(=O)Nc1nc(CC(=O)NCc2ccc(F)cc2)cs1
 : 3	0	-2	0	-7	1	104	2.6	1
- COCC(C)n1c(SCc2ccc(C(=O)OC)o2)nc2ccccc2c1=O (stereo not drawn)
 : -3	1	9	6	3	1	97	2.3	0

Source: PubChem (several laboratories)
